# SENP8 inh – human SENP8 protease inhibitors, primary screen, biochemical, fluorescence, Nedd8 protein substrate, uHTS | recombinant SENP8 | inhibition, % at 20 µM | hit rate 0.64% among 360,000 | AID 602440, 2012; in the data active = inhibition mostly above about 40%, no sharp cut-off; inactive = mostly below about 27%
# Target sequence (Q96LD8 whole entry, looked up): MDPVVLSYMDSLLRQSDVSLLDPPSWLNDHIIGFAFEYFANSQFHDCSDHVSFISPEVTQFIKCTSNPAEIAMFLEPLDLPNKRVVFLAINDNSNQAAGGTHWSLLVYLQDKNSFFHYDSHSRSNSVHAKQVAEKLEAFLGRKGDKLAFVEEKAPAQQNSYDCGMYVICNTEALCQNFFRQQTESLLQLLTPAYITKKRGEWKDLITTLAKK
# SENP6 inh – SENP6 protease inhibitors, primary screen, biochemical, luminescence, uHTS | Sentrin-specific protease 6 (Homo sapiens), Q9GZR1 | Recombinant SENP6 catalytic domain, aminoluciferin luminescence | inhibition, % at 10 µM | hit rate 1.8% among 330,000 | AID 2599, 2010;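 active = inhibition above about 50% at the single tested dose, limit read from the data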;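 also: plate controls were DMSO wells with enzyme for no effect and DMSO wells lacking enzyme for full effect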
# Target sequence (Q9GZR1 628-1112 limits assumed): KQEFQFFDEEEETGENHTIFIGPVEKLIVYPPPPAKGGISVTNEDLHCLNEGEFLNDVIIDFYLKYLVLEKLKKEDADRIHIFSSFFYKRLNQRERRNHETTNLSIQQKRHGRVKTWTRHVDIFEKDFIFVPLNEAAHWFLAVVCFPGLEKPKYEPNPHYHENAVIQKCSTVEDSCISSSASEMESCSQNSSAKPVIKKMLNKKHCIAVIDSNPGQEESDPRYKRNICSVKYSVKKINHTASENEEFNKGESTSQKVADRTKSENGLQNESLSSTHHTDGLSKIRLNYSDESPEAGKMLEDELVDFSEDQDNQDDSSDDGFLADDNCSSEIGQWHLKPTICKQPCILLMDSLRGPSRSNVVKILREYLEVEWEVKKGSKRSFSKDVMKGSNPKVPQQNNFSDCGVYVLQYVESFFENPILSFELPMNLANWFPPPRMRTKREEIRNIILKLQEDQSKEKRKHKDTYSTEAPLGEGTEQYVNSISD
# PfG6PD inh – PfG6PD enzyme inhibitors, primary screen, biochemical, fluorescence intensity, uHTS. inhibition, % at 20 µM. hit rate 0.78% among 350,000. PfGluPho enzyme, NADPH resazurin-diaphorase fluorescence. AID 504690, 2011;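 active = inhibition reaching at least a set limit at 20 µM in the primary screen, cut at about 59% in these data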;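 also: 0% = DMSO wells with substrate and 100% = DMSO wells lacking glucose-6-phosphate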
# GRIN3A LBD mod – binders of NR3A ligand-binding domain, primary screen, biophysical, differential scanning fluorimetry, uHTS | NR3A LBD differential scanning fluorimetry, Tm shift; 0% = protein alone, 100% = glycine-bound protein | Glutamate receptor ionotropic, NMDA 3A (GRIN3A) ligand-binding domain | hit rate 2.5% among 340,000 | Tm shift relative to glycine control, % at 25 µM;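 active = melting temperature shift of at least 10% of the positive control shift, at one fixed dose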
# MPTP block – mitochondrial permeability transition pore inhibitors, primary screen, biochemical, isolated mouse mitochondria, absorbance | hit rate 1.4% among 360,000 | Ca2+ swelling absorbance, 30 min | inhibition, % at 10 µM | AID 602449, 2012;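 active = inhibition of 50% or more, scaled per plate between neutral and stimulator controls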;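 also: 0% = DMSO wells given calcium and 100% = 1 mM EGTA wells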
# SENP7 block – SENP7 protease inhibitors, primary screen, biochemical, luminescence, uHTS; hit rate 1.5% among 330,000; recombinant SENP7, Z-RLRGG-aminoluciferin luminescence, 40 min; Sentrin-specific protease 7 (Homo sapiens), Q9BQF6; inhibition, % at 5 µM;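 active = inhibition above about 50% at the single test dose, limit read from the data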;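 also: plate controls were DMSO with enzyme for no effect and no enzyme buffer wells for full effect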
# ATG4B inh – ATG4B protease inhibitors, primary screen, biochemical, fluorescence, uHTS; Cysteine protease ATG4B (Homo sapiens), Q9Y4P1; ATG4B cleavage of LC3-PLA2, NBD-HPC fluorescence, 1 h; inhibition, % at 8.33 µM; hit rate 0.51% among 340,000; in the data active = inhibition above about 40%
# Target sequence (Q9Y4P1 whole entry, looked up): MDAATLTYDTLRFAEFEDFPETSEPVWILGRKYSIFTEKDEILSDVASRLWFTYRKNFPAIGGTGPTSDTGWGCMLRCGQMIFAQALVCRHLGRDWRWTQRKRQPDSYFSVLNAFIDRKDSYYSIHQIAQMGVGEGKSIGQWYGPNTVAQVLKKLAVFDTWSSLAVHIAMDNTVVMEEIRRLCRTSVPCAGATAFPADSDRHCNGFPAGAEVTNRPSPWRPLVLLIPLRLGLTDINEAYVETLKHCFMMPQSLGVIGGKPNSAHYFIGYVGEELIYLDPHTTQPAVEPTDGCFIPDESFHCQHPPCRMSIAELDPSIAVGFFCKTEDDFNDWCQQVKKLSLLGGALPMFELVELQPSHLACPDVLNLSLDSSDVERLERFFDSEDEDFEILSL
# HKDC1 inh – HKDC1 hexokinase inhibitors, primary screen, biochemical, fluorescence, uHTS; inhibition, % at 20 µM; Q2TB90; recombinant HKDC1, G6PDH/diaphorase resazurin coupled fluorescence; hit rate 0.16% among 340,000;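 active = inhibition above about 35% when tested at 20 µM, limit read from the data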;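 also: plate controls were DMSO wells with enzyme for no effect and DMSO wells lacking enzyme for full effect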
#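 Assay system – recombinant HKDC1 (HK5) hexokinase enzyme, produced in-house · Input – HKDC1 at 5 µg/mL · Reagent – glucose plus 1 mM ATP as hexokinase substrates · Timing – 90 min reaction incubation at room temperature, dark · Measured by – G6PDH/diaphorase-coupled fluorescence, 1 mM NADP, 100 µM resazurin, 525/613 nm · Benchmarks – DMSO-enzyme wells negative, buffer-substituted wells positive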
# Active calls of the source: *; · = not tested or not shown.
SMILES,SENP8 inh,SENP6 inh,PfG6PD inh,GRIN3A LBD mod,MPTP block,SENP7 block,ATG4B inh,HKDC1 inh
COc1ccc(S(=O)(=O)N2CCCOC2CNC(=O)C(=O)NCc2cccnc2)cc1 (stereo not drawn),-5.8,-10.3,8.6,9.6,-0.2,-7.8,-3.3,1.6
O=C(c1cc2ccccc2oc1=O)N1CCCC1,-18.8,-11.6,-0.5,0.0,0.3,-7.2,-12.3,0.8
Cc1ccc(F)cc1NC(=O)C12CC3CC(C1)CC(n1cnc([N+](=O)[O-])n1)(C3)C2,3.6,5.2,-7.3,0.8,0.6,-3.4,-16.9,4.0
CC(=O)N1CC=C2C(C#N)=C(N)C(C#N)(C#N)C(CCc3ccccc3)C2C1 (stereo not drawn),-302.2,-0.8,-7.7,-1.8,1.2,7.3,29.8,10.9
CC(C)=CCCC(C)NC(=O)NC1CCCCC1 (stereo not drawn),13.4,5.2,-23.5,1.5,-0.2,1.9,-9.3,-9.1
CC(C)CC(OC(=O)c1nsc(Cl)c1Cl)C(=O)NCc1cccs1 (stereo not drawn),9.5,0.7,-12.4,-0.8,-0.7,-3.4,-0.7,-1.3
O=C(NC1CCCCCC1)C(=S)N1CCCC1,-13.9,-7.9,-5.7,0.8,-0.6,-5.2,-0.2,-5.4
COc1ccc(NS(=O)(=O)c2ccc(SC)cc2)c(OC)c1,9.0,-0.5,-0.3,-2.5,-0.3,-0.7,-6.7,-8.6
CCc1ccc(N2NC(=O)/C(=C/C=C/c3ccco3)C2=O)cc1,17.0,11.1,3.3,-6.6,1.8,8.9,-10.3,2.2
Cc1ccc2oc(=O)n(CC(=O)O)c2c1,2.7,-10.3,-35.7,0.0,-0.8,6.2,-2.2,-3.0
N/C(=N\OC(=O)COc1ccc(Cl)cc1Br)c1cccnc1,4.4,-8.1,-5.8,3.3,-3.5,1.3,-7.3,-3.8
COc1ccc2c(c1)[nH]c1c(=O)n(/N=C/c3ccc(OC)c(CN4CCCC4)c3)cnc12,3.3,-11.5,15.4,-1.2,0.2,-5.6,3.5,2.0
CCCNc1cc(C)oc(=O)c1C(=O)CCC,7.4,6.2,15.2,-0.9,3.8,-14.2,9.4,-7.0
Cc1ccc(C(C)C)cc1OCC(=O)Nc1ccc(-n2cnnn2)cc1,-1.1,-14.1,4.3,-7.1,0.9,14.5,-5.5,0.9
C=CCNC(=O)c1c(CSc2ccccc2)noc1C(=O)NCc1ccccc1,15.3,-28.5,4.4,-9.0,0.2,1.5,11.9,1.6
Cc1ccc(NC(=S)NCc2cccnc2)cc1,11.7,-20.3,-8.1,-4.4,-2.1,6.9,1.5,0.7
CCOC(=O)c1nn(-c2ccc(OCC)cc2)c2nc(-c3ccco3)c(C#N)c(=O)n12,-297.1,10.6,-26.4,-6.5,2.4,5.8,4.7,-3.7
CCCCn1cnc2cc(NCc3ccncc3)ccc21,-6.4,-34.2,7.3,-0.5,2.3,-6.1,1.4,-4.1
CC(C)c1onc(C(=O)N2CCN(c3ccccc3)CC2)c1[N+](=O)[O-],7.0,-13.2,1.0,1.7,0.6,-4.4,-10.6,-5.2
Cc1cc(/C=C(\C#N)C(=O)NCc2ccccc2)cc(C)c1O,-36.8,-20.2,15.2,0.5,0.1,-7.2,-8.7,-14.3
COCCCNC(=S)N(CCCO)Cc1cc2cc3c(cc2[nH]c1=O)OCO3,-307.5,2.0,2.9,-3.0,-0.2,4.3,8.1,-2.8
O=C(c1ccc(N2CCCC2=O)cc1)N1CCN(c2ccc(Cl)cc2)CC1,-0.3,5.4,-3.4,-2.0,-2.1,6.5,2.4,-0.8
COc1ccc(/C=N/Nc2nc(Nc3ccccc3)nc(N3CCCC3)n2)cc1,1.1,5.0,-8.6,4.4,2.3,-0.3,-8.6,-13.9
CC1CCN(CC(=O)Nc2sc3c(c2C#N)CCC3)CC1,8.8,-2.6,-1.1,-1.1,-2.8,6.7,-1.0,-6.0
CN(CCCN1CCOCC1)C(=O)c1cc(COc2c(F)cccc2F)on1,5.0,-2.6,-21.5,-0.6,1.2,8.5,3.9,8.3

# Copied from the list:
# `Cc1ccc2oc(=O)n(CC(=O)O)c2c1` – HKDC1 inh = -3.0
# `COCCCNC(=S)N(CCCO)Cc1cc2cc3c(cc2[nH]c1=O)OCO3` – PfG6PD inh = 2.9

# More entries.
SMILES,SENP8 inh,SENP6 inh,PfG6PD inh,GRIN3A LBD mod,MPTP block,SENP7 block,ATG4B inh,HKDC1 inh
COc1ccc(N2CC(C(=O)N3CCOCC3)CC2=O)cc1 (stereo not drawn),8.8,0.3,-9.8,-1.8,0.0,3.8,-1.2,0.0
CCc1cc(C(=O)N(C)CC(=O)Nc2c(Cl)cccc2Cl)sc1C,5.8,-1.9,-3.9,1.8,0.6,-4.3,-7.8,-1.8
COc1ccc(Nc2nc(-c3ccccc3O)nc3ccccc23)cc1,12.7,-4.9,15.8,34.2*,0.1,-0.7,6.8,0.4
COc1ccccc1-n1c(SC)nc2c(sc(=S)n2-c2ccccc2)c1=O,16.8,11.0,-5.2,2.2,1.7,-2.3,11.5,-2.0
CCCc1nc(NC2CCCCC2)c(C#N)c2c1COC(C)(C)C2,-292.9,-17.5,15.6,-3.8,2.4,-19.1,3.0,-13.9
C/C(=N/NC(=O)c1sc(NS(=O)(=O)c2ccccc2)nc1C)c1ccc(F)cc1,-225.6,16.5,-13.9,6.3,-1.0,5.4,-4.4,-2.5
c1ccc(Nc2nnc(-c3cccnc3)s2)cc1,-308.0,80.4*,8.8,-0.1,-0.5,86.9*,-6.1,-0.8
O=C(/C=C/c1ccc([N+](=O)[O-])cc1)c1cccs1,20.5,-10.8,-5.6,-0.1,-0.2,-7.0,4.1,8.3
CC(C)(C#CCN1CCCCC1)OCCOC(c1ccccc1)c1ccccc1,15.4,-7.3,15.2,2.2,77.0*,3.2,10.3,-11.9
COCCNC(=S)N(CCc1c(C)[nH]c2ccc(F)cc12)Cc1cccnc1,14.1,7.3,-8.1,13.2*,0.6,0.6,-7.6,-3.4
CS(=O)(=O)Nc1ccc(C2=NN(S(=O)(=O)c3ccc(F)cc3)C(c3ccco3)C2)cc1 (stereo not drawn),-5.7,-8.0,-5.3,-0.6,-4.0,-2.6,-8.8,-6.5
NC(=O)CSc1nc(N)c2c3c(sc2n1)CCCCC3,14.3,7.1,1.5,-18.6,-1.0,4.8,-4.9,1.9
O=C(Cn1nnc2ccccc21)Nc1ccccc1[N+](=O)[O-],9.8,-6.8,-4.8,2.1,0.2,0.9,-9.9,-3.3
Cn1cccc1P(=O)(c1cccn1C)c1cccn1C,16.7,-6.5,8.1,0.0,0.4,3.0,1.8,-9.8
O=C(Nc1ccc(N2CCOCC2)c(Cl)c1)C1CCCCC1,14.3,-17.9,40.9,-2.1,1.3,-4.4,-5.0,3.9
COc1ccc(NS(=O)(=O)c2ccc(C)c(C(=O)N(C)Cc3ccc(C)cc3)c2)cc1,-10.8,1.8,3.5,-0.8,0.2,-13.4,-6.0,-3.4
COCCCn1[nH]c2c3c(ccc2c1=O)C(=O)c1ccccc1C3=O,35.4,21.6,4.4,0.1,-3.7,4.4,2.4,23.4
CCn1nc(C)cc1Nc1ccccc1,12.8,-13.0,4.2,1.1,0.2,-0.5,-13.1,2.1
COc1cc(S(=O)(=O)N(C)Cc2ccc3c(c2)OCCO3)ccc1NC(C)=O,5.2,-26.1,-11.9,1.4,-0.5,-0.3,1.2,-1.0
COc1ccc(S(=O)(=O)NC(C)C(=O)NCc2cccnc2)cc1OC (stereo not drawn),17.9,-15.6,-4.7,-2.1,-0.9,1.5,6.2,2.8
O=C1COc2ccc(S(=O)(=O)N3CCN(c4cccc(C(F)(F)F)c4)CC3)cc2N1,10.8,-1.0,-19.4,-4.1,3.3,0.5,2.2,-2.6
COc1ccc(C(=O)N/N=C/c2ccc(OC)c(CN3CCCc4ccccc43)c2)cc1,-58.4,2.8,10.8,2.4,-6.2,7.6,8.2,-5.8
O=C(COC(=O)c1cccc(Cl)c1)NC(=O)NCc1ccccc1,12.1,4.2,-7.6,-2.4,0.1,-3.4,10.8,-0.3
COc1ccccc1OCCNC(=O)c1ccc(C)c(S(=O)(=O)N2CCOCC2)c1,22.4,-1.4,-9.1,0.2,-1.3,13.2,6.5,0.5
COc1ccc(-c2cc(C#N)nc(N3CCN(c4ccccc4)CC3)n2)cc1,-45.7,-11.5,6.6,2.1,3.1,4.7,-11.0,-0.3

# Profiles from above. Order of values: SENP8 inh | SENP6 inh | PfG6PD inh | GRIN3A LBD mod | MPTP block | SENP7 block | ATG4B inh | HKDC1 inh
# Record of O=C(COC(=O)c1cccc(Cl)c1)NC(=O)NCc1ccccc1 → 12.1 | 4.2 | -7.6 | -2.4 | 0.1 | -3.4 | 10.8 | -0.3
# Record of C/C(=N/NC(=O)c1sc(NS(=O)(=O)c2ccccc2)nc1C)c1ccc(F)cc1 → -225.6 | 16.5 | -13.9 | 6.3 | -1.0 | 5.4 | -4.4 | -2.5
# Record of CCn1nc(C)cc1Nc1ccccc1 → 12.8 | -13.0 | 4.2 | 1.1 | 0.2 | -0.5 | -13.1 | 2.1
# Record of COc1ccc(Nc2nc(-c3ccccc3O)nc3ccccc23)cc1 → 12.7 | -4.9 | 15.8 | 34.2* | 0.1 | -0.7 | 6.8 | 0.4

# Additional results.
SMILES,SENP8 inh,SENP6 inh,PfG6PD inh,GRIN3A LBD mod,MPTP block,SENP7 block,ATG4B inh,HKDC1 inh
CCC(=O)c1cn(CC(=O)Nc2cccc(OC)c2)c2ccccc12,-13.2,-17.8,-4.6,-8.5,-0.1,-13.7,2.0,-4.7
C#CCNC(=O)C1=C[C@@H](C2CCCCC2)C[C@@H](OCc2ccc(CO)cc2)O1,6.4,-20.1,-3.4,-2.7,1.0,5.6,7.2,1.3
C=CCNC(=O)C1CCC(CNc2nc(=S)[nH]c3ccccc23)CC1 (stereo not drawn),20.3,-11.8,1.9,1.4,-0.1,-0.4,3.2,3.9
CCCc1ccc(-c2c(C)sc(N)c2C#N)cc1,-8.7,12.5,22.9,-9.3,2.9,-5.2,30.7,7.0
Cc1ccc(-n2nc3c(=O)n(CCCC(=O)NCCc4ccccc4)nc(C)c3c2C)cc1,13.4,0.6,-3.8,3.3,-2.0,-1.5,-1.7,-0.3
COc1cc(/C=N/N=C(/N)c2nonc2N)cc(Br)c1OCc1cccc(C)c1,35.0,2.5,14.4,-2.0,5.4,1.9,-8.5,2.3
O=[N+]([O-])c1cccc(-c2ccc3nnc(SCc4ccccn4)n3n2)c1,10.6,4.5,3.1,0.3,0.9,4.1,-10.4,-6.5
CN(c1ccccc1)S(=O)(=O)c1cccc(C(=O)N2CCN(c3ccccn3)CC2)c1,3.9,0.5,-5.0,-1.7,0.1,-0.9,-12.0,-2.8
COc1ccc(C(=O)N/C(=C\c2ccc3c(c2)OCO3)C(=O)NCCc2nc3ccccc3[nH]2)cc1,-11.8,1.3,-7.5,-1.8,-1.6,3.9,1.1,10.0
COc1ccccc1Oc1ccccc1C(=O)O,9.7,-19.9,-11.8,1.2,-0.3,-3.6,6.0,-7.2
CN1CCN(C(=O)CN(c2ccccc2)S(=O)(=O)N(C)C)CC1,·,-8.0,-0.6,-1.6,·,6.5,-8.7,-4.3
COc1ccc(NC2CCCN(C(=O)CCc3ccncc3)C2)cc1OC (stereo not drawn),32.4,0.6,33.5,0.1,1.4,12.2,-3.3,14.8
Cc1ccnc2nc(C(=O)NCCc3ccc(F)cc3)nn12,20.1,-16.7,-6.9,2.6,-0.7,-3.1,3.2,-4.5

# No enrichment for hits. Share with any hit: about 6.9%.
